# TDP-43 yeast inh: qHTS of TDP-43 Inhibitors. TDP-43 expressing yeast growth rescue, BacTiter-Glo, 24 h. 1.8% of 410,000 active. AID 652104, 2013. Potency, µM (titrated, usually from 46.1 µM), for inactives: at the top dose growth rescue (activation), actives largely listed as activators; note: potency is the fitted concentration of half-maximal effect; % of control where 0% means no effect; nearly all actives have a fitted effect of over 50% in size
#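 Growth rescue of TDP-43-toxic yeast measured as ATP luminescence (BacTiter-Glo). Cells grown to mid-log in raffinose, induced in galactose at OD600=0.02, exposed to compound 24 hr at 30 deg C.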
# PTHR1 agonist: qHTS for PTHR1 Agonists: Primary Screen; Potency, µM (doses to about 115 µM), inactives show at the top dose activation, usual class: activators; HEK293 GP2 PTHR1 cells, GloSensor cAMP luminescence, 1 h; Parathyroid hormone/parathyroid hormone-related peptide receptor (Homo sapiens), Q03431; 0.075% of 410,000 active; AID 743266, 2014; note: potency is the fitted concentration of half-maximal effect; nearly all actives have a fitted effect of over 55% in size; some results filed as inactive show a strong effect at the top dose; inactives centre near -15; many of its hits are not listed in these tables
# Target sequence (Q03431 whole entry, looked up): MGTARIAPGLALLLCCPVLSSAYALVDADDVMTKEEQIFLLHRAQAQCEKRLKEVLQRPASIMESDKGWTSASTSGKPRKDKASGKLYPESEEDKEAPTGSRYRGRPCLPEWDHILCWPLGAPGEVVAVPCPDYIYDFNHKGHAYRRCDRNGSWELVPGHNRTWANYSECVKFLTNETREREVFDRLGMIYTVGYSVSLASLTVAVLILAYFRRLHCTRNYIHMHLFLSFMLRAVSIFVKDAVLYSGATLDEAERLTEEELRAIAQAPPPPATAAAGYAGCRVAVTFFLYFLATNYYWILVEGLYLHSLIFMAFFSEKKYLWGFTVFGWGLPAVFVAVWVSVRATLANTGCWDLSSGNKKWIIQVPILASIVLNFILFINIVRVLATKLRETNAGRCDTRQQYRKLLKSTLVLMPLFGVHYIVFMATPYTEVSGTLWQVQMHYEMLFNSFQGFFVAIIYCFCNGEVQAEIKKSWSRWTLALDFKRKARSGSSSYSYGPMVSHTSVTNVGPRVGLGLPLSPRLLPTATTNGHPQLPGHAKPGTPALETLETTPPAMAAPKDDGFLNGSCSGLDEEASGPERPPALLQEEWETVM
#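 HEK-293-derived GP2 cells expressing PTHR1 and a GloSensor cAMP reporter, 3,000/well, plated overnight, given luciferin plus IBMX (each 0.5 mM as added) for 1 h at 37 °C, then compound for 1 h at 37 °C. Luminescence was read after 15 min at room temperature.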
# KB-V1 MDR tox: qHTS assay for MDR1-selective chemotherapeutics: Primary screen using the drug-selected MDR subline cells KB-V1. KB-V1 MDR cells viability, CellTiter-Glo, 72 h. Potency, µM (series often up to 46.1 µM), for inactives: top-dose activity change, negative = cytotoxicity, hits mostly cytotoxic. 3.4% of 400,000 active. AID 1347076, 2019; note: potency is the fitted concentration of half-maximal effect; % is set by controls: 0 for no effect and ±100 for the full control effect; nearly all actives have a fitted effect of over 60% in size
#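 qHTS viability screen in drug-selected KB-V1 MDR cells: 72 h compound treatment at 37 degrees C, ATP luminescence end point.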
# DRD3 antagonist: qHTS of D3 Dopamine Receptor Antagonist: qHTS; D(3) dopamine receptor (Homo sapiens), P35462; D3R cells, DiscoveRx beta-arrestin luminescence, antagonist mode; active compounds read low; max response, negative = inhibition, %; 2.5% of 360,000 active; AID 652054, 2013; in the data active = max response below about -50%; inconclusive = no clear call, values can overlap the other calls; note: % is set by controls: 0 for no effect and ±100 for the full control effect; mostly tested at two doses, the higher about 12 µM
#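 Cells plated overnight at 1500 cells/well, then exposed to library compounds with dopamine controls for 90 minutes at 37 degrees C. DiscoveRx reagent added for 30–60 minutes at room temperature; luminescence read, quantitative HTS format.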
# DRD3 agonist: qHTS of D3 Dopamine Receptor Agonist: qHTS; D(3) dopamine receptor (Homo sapiens), P35462; D3R DiscoveRx beta-arrestin cells, luminescence, 90 min; max activation, %; 0.58% of 410,000 active; in the data active = max activation above about 30%; note: 0% is about no effect; mostly tested at two doses, the higher about 12 µM
#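 Cells at 1500/well, incubated overnight, then treated with pinned compounds (dopamine as control) for 90 min at 37 degrees C. DiscoveRx reagent added for 30 - 60 minutes at room temperature; luminescence read.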
# GLP-1R inv ag: qHTS of GLP-1 Receptor Inverse Agonists (Inhibition Mode); HEK293 GLP-1R CRE-luciferase, luminescence, 24 h; GLP-1R form is constitutively active; Potency, µM (series often up to 38.3 µM), for inactives: at the highest dose activity change, negative = inhibition, most hits filed as inhibitors; Glucagon-like peptide 1 receptor (Homo sapiens), P43220; AID 624417, 2012; 1.6% of 410,000 active; note: potency is the fitted concentration of half-maximal effect; % is set by controls: 0 for no effect and ±100 for the full control effect; nearly all actives have a fitted effect of over 55% in size
# Target sequence (P43220 whole entry, looked up): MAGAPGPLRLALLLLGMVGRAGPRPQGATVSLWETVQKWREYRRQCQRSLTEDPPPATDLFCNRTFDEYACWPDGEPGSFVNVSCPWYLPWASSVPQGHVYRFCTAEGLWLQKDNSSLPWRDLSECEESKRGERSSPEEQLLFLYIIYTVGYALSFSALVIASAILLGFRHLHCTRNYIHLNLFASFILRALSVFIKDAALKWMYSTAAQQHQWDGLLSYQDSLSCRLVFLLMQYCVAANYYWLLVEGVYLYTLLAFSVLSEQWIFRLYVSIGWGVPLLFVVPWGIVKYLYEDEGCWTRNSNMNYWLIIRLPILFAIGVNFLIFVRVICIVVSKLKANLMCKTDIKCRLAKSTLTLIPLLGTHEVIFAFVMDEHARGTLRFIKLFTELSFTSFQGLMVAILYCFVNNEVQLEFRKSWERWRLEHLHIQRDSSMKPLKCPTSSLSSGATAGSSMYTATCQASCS
#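 Cells are plated, allowed 12 hours at 37 deg C, then treated with compounds for 24 hr before luciferase detection reagent is added and luminescence is read after 12 min at room temperature. The HEK293 line carries constitutively active GLP-1R with a cAMP-responsive reporter.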
# aSyn rescue: qHTS of alpha-syn Inhibitors; 0.14% of 370,000 active; Yeast expressing alpha-synuclein, growth rescue, BacTiter-Glo, 24 h; Potency, µM (top dose mostly 46.1 µM), for inactives: top-dose growth rescue (activation), most hits filed as activators; note: potency is the fitted concentration of half-maximal effect; % of control where 0% means no effect; nearly all actives have a fitted effect of over 65% in size
#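 Galactose-induced alpha-syn yeast (OD600=0.02, raffinose-pregrown) + pinned cpd, 24 hr, 30 deg C; growth by BacTiter-Glo luminescence. Growth restoration scores as activation.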
# GLP-1R agonist: qHTS of GLP-1 Receptor Agonists; 0.007% of 380,000 active; HEK293 GLP-1R CRE-luciferase, luminescence, 4-6 h; cells express a hypersensitive GLP-1R form; Potency, µM (series often up to 45.6 µM), for inactives: top-dose activation, usual class: activators; Glucagon-like peptide 1 receptor (Homo sapiens), P43220; note: potency is the fitted concentration of half-maximal effect; % of control where 0% means no effect
# HEK293 tox: qHTS of GLP-1 Receptor Inverse Agonists: Cytotox Screen; Potency, µM (series often up to 38.3 µM), for the others: at the top dose activity change, negative = inhibition, hits mostly inhibitors; 0.13% of 410,000 active; HEK293 cAMP-luciferase reporter cells, luminescence, 24 h;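 note: loss of luciferase light is scored as toxicity; potency is the fitted concentration of half-maximal effect; % is set by controls: 0 for no effect and ±100 for the full control effect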
#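 Luminescence readout: signal drop marks cytotoxicity. Plated cells grew 12 h at 37 °C, 5% CO2, received 23 nL compound for 24 h, then got luciferase reagent, read after 12 min at RT.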
# An asterisk follows results filed as active; i = inactive; ? = inconclusive; . = not tested or not shown; & = joins results of further samples; [ ] = another dose, or the depositor's remark. Unless noted, calls come from the whole dose curve; as a rule, active = well fitted curve in the direction sought with a large enough effect; inconclusive = small, poorly fitted or top-dose-only effect, or another doubt; inactive = no such curve, though single readings can be large; an effect the other way counts as inactive or inconclusive. Not all compounds are listed (hit frequency here may not be typical).
SMILES,TDP-43 yeast inh,PTHR1 agonist,KB-V1 MDR tox,DRD3 antagonist,DRD3 agonist,GLP-1R inv ag,aSyn rescue,GLP-1R agonist,HEK293 tox
CCOc1ccc2nc(SCC(=O)NC3CCCc4ccccc43)sc2c1 (stereo unspecified),-3%,-23%,?,16,7,-3%,-2%,7%,4%
CC(=NNC(=O)c1ccncc1)c1ccc(O)cc1O,-12%,i,-28%,5,8,?,-8%,1%,-3%
COc1ccc(/C=N/NC(=O)CCn2c3ccccc3c3ccccc32)cc1OC,-14%,-17%,-8%,0,-2,2%,-1%,7%,-16%
O=C(COc1ccccc1)N1CCN(S(=O)(=O)Cc2ccccc2)CC1,-19%,-11%[57.5 µM],0%,-5,7,0%,1%,4%,-13%
CN(CC(=O)Nc1ccc(Cl)cc1)C1=NS(=O)(=O)c2ccccc21,18%,i,-15%,3,-20,-5%,0%[1.84 µM],10%,-34%
CCc1ccc(NC(=O)CSc2nccn2-c2ccc(F)cc2)cc1,16µM*,-30%[inhibitor],.,.,-7,-19%,.,.,5%
Cc1ccc(S(=O)(=O)N2CCN(C)CC2)cc1[N+](=O)[O-],0%,i,-16%,23,3,4%,6%,-6%,4%
Cc1ccc2[nH]c3c(=O)n(CCN4CCOCC4)cnc3c2c1,-9%,i,14%,11,4,25%,-5%,-8%,-4%
CCOc1ccc(NCc2cccn2-c2nnc(N3CCC(C(=O)NCc4ccccc4Cl)CC3)s2)cc1,12%,-28%,.,.,-2,?,.,.,0%
O=C(CSc1nc(O)c(C/C=C/c2ccccc2)c(=O)[nH]1)Nc1cccc(F)c1,20%,i,7%,.,-13,10%,.,.,12%
O=C(NCc1ccco1)c1cccc(-c2cncc3nccn23)c1,25%,-3%,5%,40,1,14%,-1%,-5%,4%
COc1ccc(S(=O)(=O)NCc2ccc(C(=O)NCCCN3CC(C)CC(C)C3)cc2)cc1 (stereo unspecified),18%,-24%,22%,-7,-14,?,1%,-4%,-1%
N=C1C(c2ccccc2)=C(O)CN1c1cccc(S(=O)(=O)N2CCCCC2)c1,-3%,i,0%,-2,-4,8%,-1%,-3%,2%
CCCSc1nc2c(cnn2-c2ccc(Cl)cc2)c(=O)[nH]1,0%,-21%,-8%,-12,1,-1%,-7%,-1%,-16%
CCN1C(=O)/C(=C\N2CCCc3ccccc32)SC1=S,17%,-14%[57.5 µM],?,-10,-11,?,3%,-6%,-24%
CCOc1cc(-c2noc(CCC(=O)NC3CCCCC3)n2)ccc1OC,?,-55%[inhibitor],?,-2,-6,3%,0%,3%,-2%
CCc1ccc(NC(=O)c2ccc(NC(=O)C3CCCO3)cc2)cc1 (stereo unspecified),26%,-41%[inhibitor],23µM*,5,24,?,-9%,6%,-13%
COc1ccc(CC(=O)N[C@@H]2c3cc(OC)c(OC)cc3C[C@H]2OCc2ccccc2)cc1,11%,-5%,0%,57,14,?,-1%,-5%,-1%
Cc1ccc(C(=O)NCCc2ccc(S(N)(=O)=O)cc2)o1,-13%,i,?,1,10,10%,-6%,6%,-9%
Cc1ccc2c(C)c(C(=O)Nc3nnc(C)s3)oc2c1,9%,i,2%,11,0,4%,5%,-6%,6%
CCn1cc(C(=O)NCCCOC)c2cc(OC)c(OC)cc2c1=O,15%,-21%,-3%,-14,4,40%[activator],5%,5%,-2%
COc1ccc(C(=O)Nc2ccc(N3CCCCCC3)cc2)cc1S(=O)(=O)N1CCOCC1,19%,-40%[inhibitor],?,-12,-3,?,3%,13%,?
NC(c1csc(Nc2nncc3ccccc23)n1)c1ccccc1Cl (stereo unspecified),12%,7%,4%,0,10,-36%,-34%[inhibitor],13%,-13%
CCC(C)(C)NC(=O)C(c1ccc(C)cc1)N(CCN1CCOCC1)C(=O)CNC(=O)c1cccs1 (stereo unspecified),17%,-16%,-3%,-9,3,3%,-5%,6%,-1%
Cn1c(N)c(C(=O)COC(=O)Cc2ccc(Cl)cc2Cl)c(=O)n(C)c1=O,2%,-23%,8%,16,5,11%,-2%,-4%,16%
SMILES,TDP-43 yeast inh,PTHR1 agonist,KB-V1 MDR tox,DRD3 antagonist,DRD3 agonist,GLP-1R inv ag,aSyn rescue,GLP-1R agonist,HEK293 tox
CC(C)NCC(=O)NC12CC3CC(CC(C3)C1)C2,8%,-4%,21µM*,5,5,-29%,-7%,3%,-5%
O=C(c1cc2ccccc2o1)N1CCN(c2cccc(Cl)c2)CC1,14%,-6%,.,17,1,21%,1%,-7%,1%
Cc1ccccc1S(=O)(=O)Oc1ccc2ccc(O)cc2c1,?,-19%,?,28,27,?,-7%,10%,-20%
Cn1nc([N+](=O)[O-])nc1Oc1ccccc1F,16%[9.22 µM],i,-7%,-24,-20,-13%,-4%,3%,-2%
CCOc1ccc(NC(=S)c2ccc3ccccc3n2)cc1,10%,-7%,-24%,2,1,-3%,-1%,-3%,-11%
Cc1noc2ncnc(Sc3ccccc3Cl)c12,?,-8%[57.5 µM],?,?,-1,?,1%,-12%,?
CC1(C)CC(=O)c2cnc(NCC3CCCO3)nc2C1 (stereo unspecified),1%,4%[57.5 µM],1%,?,6,-7%,-4%,1%,-6%
CCCS(=O)(=O)N1CC(=O)N(c2cccc(Cl)c2C)C(C)(C(=O)NC2CCCC2)C1 (stereo unspecified),-16%,i,12%,.,-3,1%,.,.,-4%
Cc1ccc2nc(SCC(=O)NCc3ccco3)c(C)cc2c1,-10%[0.397 µM],-16%,?,0,5,-25%,0%,19%,3%
Nc1ccc2nc(-c3cccs3)[nH]c2c1,-19%,i,-18%,7,0,92%[activator],-6%,5%,-5%
Cc1csc(NC(=O)CSc2nc(C)cs2)n1,13%,i,1%,5,9,-3%,0%,-3%,-9%
COc1ccc(CNC(=O)CSc2nc3ccc(C)cc3[nH]2)cc1,-5%,i,1%,15,-8,-6%,8%,11%,-3%
C=CCNCc1ccc(C(=O)NCCCCCCC)cc1[N+](=O)[O-],-1%,-7%,-1%,26,-12,?,-5%,-1%,9%
COc1ccc(-c2noc(CCCOc3ccc(Cl)cc3Cl)n2)cc1,-17%,i,-4%,22,-8,?,-1%,-4%,10%
COc1cccc(N=C2C(=O)N3CCCc4cccc2c43)c1,4%,i,-11%,2,-1,9%,6%,4%,31%[activator]
O=C(NCc1ccc(F)cc1)c1ccc(CS(=O)(=O)c2ccc(Br)cc2)o1,9%,-36%[inhibitor],13µM*,-8,5,?,-1%,-1%,1%
CCN1C(=O)C2C(c3cccc(F)c3)NC(C)(C(=O)OC)C2C1=O (stereo unspecified),-2%,-7%[57.5 µM],1%,-13,5,10%,-3%,0%,-4%
COc1cccc2c1cc1c(=O)n(CC(=O)NCCCN3CCN(C)CC3)nc(C)n12,8%&2%,-21%,27%,2,-5&0,-10%&3%,-10%,-3%,-8%&-1%
Cc1ccsc1C(=O)NNC(=S)NC1CCCCC1,25%,-15%,-3%,-28,-2,-6%,-1%,7%,-11%
CC(C)CN(C(=O)CSc1nnc2ccccn12)C1CCS(=O)(=O)C1 (stereo unspecified),6%,?,9%,3,6,3%,-7%,-5%,6%
Nc1ccccc1C#Cc1cnccn1,11%,-30%,-13%,47,1,2%,-2%,-4%,0%
CC(=O)NC1=NN(C(C)=O)C(C)(CC(=O)OC(C)(C)C)S1 (stereo unspecified),1%,i,2%,1,-3,20%,-4%,2%,1%
CC(=O)N(C1=C(Cl)C(=O)c2ccccc2C1=O)C1CCCCC1,-93%[inhibitor],-16%,?,-85*,-41,?,-79%[inhibitor],-21%,7%

# A different layout for some results above.
SMILES	TDP-43 yeast inh	PTHR1 agonist	KB-V1 MDR tox	DRD3 antagonist	DRD3 agonist	GLP-1R inv ag	aSyn rescue	GLP-1R agonist	HEK293 tox
CC(C)NCC(=O)NC12CC3CC(CC(C3)C1)C2	8%	-4%	21µM*	5	5	-29%	-7%	3%	-5%
O=C(c1cc2ccccc2o1)N1CCN(c2cccc(Cl)c2)CC1	14%	-6%	.	17	1	21%	1%	-7%	1%
Cc1ccccc1S(=O)(=O)Oc1ccc2ccc(O)cc2c1	?	-19%	?	28	27	?	-7%	10%	-20%
Cn1nc([N+](=O)[O-])nc1Oc1ccccc1F	16%[9.22 µM]	i	-7%	-24	-20	-13%	-4%	3%	-2%
CCOc1ccc(NC(=S)c2ccc3ccccc3n2)cc1	10%	-7%	-24%	2	1	-3%	-1%	-3%	-11%
Cc1noc2ncnc(Sc3ccccc3Cl)c12	?	-8%[57.5 µM]	?	?	-1	?	1%	-12%	?
CC1(C)CC(=O)c2cnc(NCC3CCCO3)nc2C1 (stereo unspecified)	1%	4%[57.5 µM]	1%	?	6	-7%	-4%	1%	-6%
CCCS(=O)(=O)N1CC(=O)N(c2cccc(Cl)c2C)C(C)(C(=O)NC2CCCC2)C1 (stereo unspecified)	-16%	i	12%	.	-3	1%	.	.	-4%
Cc1ccc2nc(SCC(=O)NCc3ccco3)c(C)cc2c1	-10%[0.397 µM]	-16%	?	0	5	-25%	0%	19%	3%
Nc1ccc2nc(-c3cccs3)[nH]c2c1	-19%	i	-18%	7	0	92%[activator]	-6%	5%	-5%

# High-throughput results deposited in PubChem BioAssay by National Center for Advancing Translational Sciences (NCATS).
